XBP1 UPR activ: adaptive UPR (XBP1) activation; CHO-XBP1 luciferase reporter, IRE1-XBP1 UPR activation, luminescence; percent of tunicamycin response, DMSO as zero; activation, % at 20 µM; 0.33% of 330,000 active; AID 463104;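 active = versus positive control, 20 µM dose yields 30% or more activation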;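 note: 100% = tunicamycin at 10 µg/mL and 0% = DMSO only wells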
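Material – CHO cell line with stable XBP1 luciferase reporter · Buffer or medium – F12 plus 10% FBS · Compound – single point, 20 µM final compound, 1% DMSO · Schedule – 16-18 h cell attachment at 37 °C, then 6 h compound exposure · Signal – Steady-Glo luminescence read · Benchmarks – high control tunicamycin 10 µg/mL final, low control DMSO vehicle only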
NR3A LBD binder: NR3A (human) ligand-binding domain modulation; NR3A LBD differential scanning fluorimetry, Tm shift; 0% = protein alone, 100% = glycine-bound protein; Tm shift relative to glycine control, % at 25 µM; 2.5% of 340,000 active;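 active = melting temperature shift of at least 10% of the positive control shift, at one fixed dose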
NALP3 yeast inh: inhibitors of NALP3 inflammasome in yeast; Yeast reconstituted NLRP3/ASC/caspase-1, beta-gal luminescence, 24 h; inhibition, % at 10 µM; 0.39% of 330,000 active;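 active = inhibition of 50% or more; inactive = inhibition below 50%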;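 note: plate controls were induced DMSO wells for no effect and uninduced yeast grown without galactose for full effect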
tim23-1 inh: inhibits growth of tim23-1 mutant yeast | inhibition, % at 20 µM | AID 463212 | S. cerevisiae tim23-1 growth, BacTiter-Glo luminescence, 24 h | 1.3% of 330,000 active;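 active = growth inhibition of the mutant yeast at or above 50%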;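 note: temperature-sensitive mutant grown at 25 °C; plate controls were DMSO-treated mutant yeast for no effect and medium wells lacking yeast for full effect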
CHOP UPR activ: apoptotic UPR (CHOP) activation; CHO-CHOP luciferase reporter, luminescence; percent of tunicamycin response over DMSO baseline; activation, % at 10 µM; 0.34% of 330,000 active; AID 449763;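 active = at 10 µM dose, activation of 40% or more, normalized to positive control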;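 note: 100% = tunicamycin at 10 µg/mL and 0% = DMSO alone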
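System: CHO-CHOP luciferase reporter cell line; amount: 500 cells/well; buffer or medium: F12 medium containing 10% fetal bovine serum; incubation: 6 h compound exposure at 37 °C after overnight seeding; measured by: luciferase luminescence after 10 min with Steady-Glo reagent; evaluation: % reporter activation, DMSO baseline versus tunicamycin full activation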
TIM10 inh: inhibits growth of TIM10 yeast strain; AID 463195; 1.4% of 330,000 active; inhibition, % at 10 µM; S. cerevisiae TIM10 strain growth, BacTiter-Glo luminescence, 24 h;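 active = inhibition of 40% or more at the single tested concentration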;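 note: wild-type TIM10 isogenic control strain grown at permissive 25 °C; 0% = DMSO yeast wells and 100% = minimal medium wells without yeast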
Mdm2-MdmX inh: inhibitors of human Mdm2/MdmX interaction; SaOS-2 split-luciferase Mdm2/MdmX complementation, luminescence; inhibition, % at 8 µM; 3% of 330,000 active;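 active = inhibition of at least 50% at 8 µM in the primary screen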
Target sequence (O15151 whole entry, looked up): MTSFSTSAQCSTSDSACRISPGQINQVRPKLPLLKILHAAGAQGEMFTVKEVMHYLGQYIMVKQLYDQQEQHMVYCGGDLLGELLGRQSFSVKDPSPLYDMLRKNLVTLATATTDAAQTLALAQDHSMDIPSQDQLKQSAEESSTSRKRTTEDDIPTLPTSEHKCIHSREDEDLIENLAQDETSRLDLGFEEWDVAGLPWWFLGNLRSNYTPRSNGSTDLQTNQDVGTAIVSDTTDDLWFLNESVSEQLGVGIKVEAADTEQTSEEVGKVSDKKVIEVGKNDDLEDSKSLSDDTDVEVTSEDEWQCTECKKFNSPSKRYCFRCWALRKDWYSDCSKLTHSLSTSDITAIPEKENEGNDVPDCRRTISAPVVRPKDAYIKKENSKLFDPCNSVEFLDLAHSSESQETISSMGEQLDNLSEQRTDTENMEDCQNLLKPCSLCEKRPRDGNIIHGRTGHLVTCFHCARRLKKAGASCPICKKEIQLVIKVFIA
Target sequence (Q00987 whole entry, looked up): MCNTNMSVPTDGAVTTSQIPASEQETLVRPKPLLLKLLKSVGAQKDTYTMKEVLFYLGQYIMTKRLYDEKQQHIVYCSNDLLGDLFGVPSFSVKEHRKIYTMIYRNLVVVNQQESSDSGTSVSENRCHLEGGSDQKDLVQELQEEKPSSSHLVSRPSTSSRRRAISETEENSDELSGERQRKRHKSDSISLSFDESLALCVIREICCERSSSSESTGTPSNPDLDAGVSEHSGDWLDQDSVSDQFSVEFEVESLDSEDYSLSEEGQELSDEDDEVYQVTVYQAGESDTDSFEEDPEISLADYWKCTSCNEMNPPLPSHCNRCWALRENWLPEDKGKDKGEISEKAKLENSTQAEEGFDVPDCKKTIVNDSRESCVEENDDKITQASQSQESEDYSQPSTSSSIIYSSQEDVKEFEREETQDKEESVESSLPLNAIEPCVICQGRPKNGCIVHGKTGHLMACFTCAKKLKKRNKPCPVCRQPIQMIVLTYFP
APJ agonist: APJ receptor agonism. activation, % at 20 µM. P35414. CHO-K1 APJ PathHunter beta-arrestin, luminescence; 0% DMSO wells, 100% apelin. AID 2520. 0.11% of 330,000 active;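 active = activation more than six SD over the plate average, tested at 20 µM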;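 note: 0% = DMSO alone and 100% = apelin-13 at 10 nM; some results filed as inactive read as strong as hits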
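Assay system: engineered CHO-K1 APJ arrestin reporter cells; Amount: 1000 CHO-K1 reporter cells seeded per well; Dosing: one dose, 20 µM compound, 1% DMSO; Times: compound stimulation 90 min at 25 °C, detection 60 min; Measured by: luminescent beta-gal fragment complementation, chemiluminescent substrate; Read-out: APJ–arrestin association signal; Controls: DMSO vs Apelin-13 10 nM.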
tim10-1 inh: tim10-1 yeast growth inhibition; S. cerevisiae tim10-1 ts strain growth, BacTiter-Glo, 24 h; inhibition, % at 20 µM; 2.2% of 330,000 active; AID 463190;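 active = inhibition of at least 40%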;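 note: mutant grown at 25 °C; 0% = DMSO wells with yeast and 100% = wells holding no yeast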
An asterisk follows results filed as active; x = no result given. Rows are unselected; 8.2% or so of the library scored in one or more.

Each structure is followed by: XBP1 UPR activ, NR3A LBD binder, NALP3 yeast inh, tim23-1 inh, CHOP UPR activ, TIM10 inh, Mdm2-MdmX inh, APJ agonist, tim10-1 inh
1: O=C(O)c1cnc(-c2ccccc2)nc1Sc1ccc(Cl)cc1Cl
  0, -10, 2, 51*, 1.1, 13, 12, 8, 53*
2: CCOc1ccc(-n2c(=O)c3c4c(sc3n(CC(=O)NCCCOC)c2=O)CCCCC4)cc1
  0, 0, 11, 2, -1.0, 13, 11, -2, 10
3: CCC(=O)Nc1c(C)n[nH]c1C
  -1, -1, 6, 6, -1.7, -7, 13, -1, 2
4: O=C(CCC(=O)c1cccs1)NC1CCCCCC1
  0, 5, 14, 11, -0.5, -1, 0, -2, 12
5: Cc1oc(-c2ccc3c(c2)OCCO3)cc1C(=O)O
  -6, -1, 11, 39, -7.3, 12, -73, 0, 32
6: Cc1ccc(-n2cc(CN3CCC(O)(c4ccccn4)CC3)c(-c3ccc(F)cc3)n2)cc1
  2, 3, 39, 10, 0.2, 12, 24, -1, 30
7: COc1ccc(C2=NOC(C(=O)NCc3cccnc3)C2)cc1OC (stereo unspecified)
  -5, 1, 0, 17, 2.2, 9, 31, -3, 11
8: Fc1ccccc1OCCCCn1cncn1
  -1, -1, 16, 3, 1.2, -17, -7, -2, 10
9: COc1cc(/C=N/NC(=O)CN(Cc2ccco2)S(=O)(=O)c2ccccc2)ccc1O
  0, -7, 9, 18, -0.4, 18, -4, 1, 7
10: COC(=O)c1ccccc1NC(=O)C1CCN(C(=O)c2ccc(OC)cc2)CC1
  0, 1, 8, 12, -0.2, 13, 16, -1, 9
11: O=C(CN1CCN(S(=O)(=O)c2cccc(Br)c2)CC1)N1CCCCC1
  0, -1, 0, 38, -1.1, 8, -28, -2, 18
12: COc1ccc(Cl)cc1NC(=O)CC(C)=O
  -2, 1, 8, 29, -4.5, 1, 16, -1, 22
13: COCCCNc1ncnc2c1nc1n2CCCC1
  4, 4, 9, 7, 0.2, -14, -16, 0, 12
14: CC[C@@]1(C(=O)OC)N[C@H](CN(C)C(=O)Nc2ccccc2)[C@@H]2C(=O)N(Cc3ccccc3)C(=O)[C@@H]21
  -2, 1, 5, 8, 0.0, -1, 2, -1, 1
15: COc1ccccc1-n1cc(-c2ccc(Cl)cc2)[nH]c1=O
  0, 0, 15, 5, 1.1, 3, 0, -4, 13
16: COc1ccc(NC(=O)NC(C)c2ccncc2)cc1OC (stereo unspecified)
  0, 0, 7, 1, -0.6, 1, 6, -3, 8
17: COc1ccccc1-c1nnc(SCC(=O)Nc2nc(-c3ccccc3)cs2)n1C
  -1, 1, -4, -2, 2.0, -2, 21, 0, 15
18: C[C@H]1COC(=O)[C@H](CC(=O)OC(C)(C)C)C/C=C\C[C@@H](CC(=O)N[C@H](CO)Cc2ccccc2)C(=O)N1
  0, 0, 6, 0, -1.4, -2, 6, -1, -6
19: O=C(Nc1ccc(Cl)cc1C(=O)N1CCOCC1)c1ccco1
  -2, -13, 10, -11, -0.4, -5, 26, -1, -15
20: CC1CCCC(NC(=O)COC(=O)Cc2ccc(Br)cc2)C1C (stereo unspecified)
  -2, -1, -22, 22, -2.3, 16, 8, -1, 37

Additional records.
nr	smiles	XBP1 UPR activ	NR3A LBD binder	NALP3 yeast inh	tim23-1 inh	CHOP UPR activ	TIM10 inh	Mdm2-MdmX inh	APJ agonist	tim10-1 inh
21	OC(COc1ccc2cc(Br)ccc2c1)Cn1ccnc1 (stereo unspecified)	4	-2	-9	-183	-0.8	-154	19	1	-3
22	CC(C)CCN1CCN(CCCc2ccccc2)CC1CCO (stereo unspecified)	-3	-1	12	2	-0.6	-5	6	-3	-11
23	COc1cc(/C=N/NC(=O)NC2CCCCC2)cc(OC)c1O	9	1	-5	8	0.8	2	16	0	5
24	CCOc1ccc(-n2ccnc2SCC(=O)Nc2nnc(CC)s2)cc1	-2	0	6	18	1.7	-1	29	-1	-1
25	CC(=O)c1c(C(C)=O)c(C)n(-c2nc(-c3ccc(C)c(C)c3)c(C)s2)c1C	-2	1	9	24	-0.2	14	2	-1	28
26	Cc1ccc(NP(=O)(c2ccc(N(C)C)cc2NC(=O)c2cccs2)N2CCOCC2)cc1Cl (stereo unspecified)	5	-5	18	39	-0.1	24	29	4	34
27	Cc1cccc(NC(=O)CN(C)S(=O)(=O)c2ccccc2)n1	-2	1	12	24	-4.0	16	4	-2	25
28	CSc1nnnn1-c1ccc(C(=O)OCC(=O)N2CCOCC2)cc1	-1	-1	2	1	1.8	-12	-14	-1	7
29	COc1ccccc1NS(=O)(=O)c1cccc(C(=O)NCC(c2ccco2)N2CCCCC2)c1 (stereo unspecified)	0	1	8	-26	-0.6	-14	3	-2	-10
30	CCOC(=O)c1ccc(NC(=O)CCc2nnc3ccc(N4CCN(C)CC4)nn23)cc1	1	-4	-10	9	2.6	-17	15	3	-17
31	CCOC(=O)C1(CCCc2ccccc2)CCN(C(=O)c2cncs2)CC1	1	-6	0	30	0.0	14	11	0	31
32	Cc1ccc(S(=O)(=O)N2CCN(C3CC4CCC3C4)CC2)cc1 (stereo unspecified)	-3	-1	15	23	0.3	-2	-10	1	3
33	O=C1CCN(C(=O)c2ccc(Cl)cc2)N1	2	0	-17	13	-1.8	11	-20	-1	0
34	Cc1ccc(CNC(=O)C(=O)NCC2OCCN2S(=O)(=O)c2ccc(Br)cc2)cc1 (stereo unspecified)	0	-5	0	9	3.0	4	8	-1	18
35	O=C(CCc1nc2sc3c(c2c(=O)[nH]1)CCCC3)NCCc1ccc(F)cc1	-5	-5	13	-16	0.6	-4	24	7	-12

Some entries already given with just tim10-1 inh:
item | SMILES | tim10-1 inh
26 | Cc1ccc(NP(=O)(c2ccc(N(C)C)cc2NC(=O)c2cccs2)N2CCOCC2)cc1Cl (stereo unspecified) | 34
27 | Cc1cccc(NC(=O)CN(C)S(=O)(=O)c2ccccc2)n1 | 25

Remaining list, next part:
nr	smiles	XBP1 UPR activ	NR3A LBD binder	NALP3 yeast inh	tim23-1 inh	CHOP UPR activ	TIM10 inh	Mdm2-MdmX inh	APJ agonist	tim10-1 inh
36	Cc1ccc(S(=O)(=O)N2CCCC2CNC(=O)c2ccccc2)cc1 (stereo unspecified)	-4	2	21	15	0.2	2	17	2	19
37	CC(=O)N1CCN(c2ccc(NC(=S)NC(=O)c3ccccc3)cc2)CC1	-1	-7	3	1	-0.2	8	-5	-2	15
38	CCCCn1c(N)c(N(CC(C)C)C(=O)c2cc3c(s2)CCC3)c(=O)[nH]c1=O	0	x	17	5	2.5	4	6	-4	4
39	CO/N=C/C(C#N)=C/c1ccc(OC)cc1	-1	1	27	17	6.3	9	-19	-2	8
40	COc1ccc(OC(C)C(=O)NC2CCCCCCC2)cc1 (stereo unspecified)	-3	-1	27	28	0.6	3	10	-1	15
41	CN(C)S(=O)(=O)N1CCN(C(=O)c2ccccc2)CC1	3	0	9	2	-1.9	4	8	-4	-9
42	Cc1cc(NS(=O)(=O)c2c(C(=O)N3CCOCC3)c(C)n(C)c2C)ccc1Br	-6	-3	-9	13	-0.5	11	2	-5	25
43	CC(/C=N/NC(=O)c1cc(-c2ccncc2)nc2ccccc12)=C\c1ccco1	22	-2	5	23	-0.2	22	63*	-1	26
44	Clc1ccc(OCc2nn[nH]n2)cc1	-2	-3	2	10	2.5	9	2	2	8
45	CCC(C)NCCOc1cc(C)cc(C)c1C (stereo unspecified)	-2	1	23	16	-1.8	6	-1	-1	9
46	CC1CCC(N2CCN(c3ccc([N+](=O)[O-])cc3)CC2)CC1 (stereo unspecified)	-2	0	20	-1	4.4	4	5	-4	-7
47	Cc1cc(Cl)c2oc(C(=O)N(C)C3CCOC3)c(C)c2c1 (stereo unspecified)	2	2	43	40	2.7	-10	-47	-5	41*
48	CCc1cc(Br)ccc1NC(=O)C1CCCO1 (stereo unspecified)	4	3	25	-1	0.5	-8	-9	-5	13
49	CCN1CCN(c2nnc(-c3ccc(F)cc3)c3ccccc23)CC1	-4	-2	-25	-14	0.9	-7	24	-2	-12
50	O=C(CN(C(=O)CSc1nnc(COc2ccccc2)o1)c1ccc(F)cc1)NC1CCCCC1	-4	-3	7	13	0.7	29	3	-6	24
51	CC(C)CN(C(=O)c1cccc([N+](=O)[O-])c1)c1c(N)n(CC(C)C)c(=O)[nH]c1=O	-3	0	8	29	-0.2	-2	35	1	12

Entries listed above that bear a hit mark in Mdm2-MdmX inh:
item | smiles | XBP1 UPR activ | NR3A LBD binder | NALP3 yeast inh | TIM10 inh | Mdm2-MdmX inh
43 | CC(/C=N/NC(=O)c1cc(-c2ccncc2)nc2ccccc12)=C\c1ccco1 | 22 | -2 | 5 | 22 | 63*

Sorted by value in TIM10 inh (descending): five of the compounds above
entry	Structure	TIM10 inh
6	Cc1ccc(-n2cc(CN3CCC(O)(c4ccccn4)CC3)c(-c3ccc(F)cc3)n2)cc1	12
37	CC(=O)N1CCN(c2ccc(NC(=S)NC(=O)c3ccccc3)cc2)CC1	8
23	COc1cc(/C=N/NC(=O)NC2CCCCC2)cc(OC)c1O	2
14	CC[C@@]1(C(=O)OC)N[C@H](CN(C)C(=O)Nc2ccccc2)[C@@H]2C(=O)N(Cc3ccccc3)C(=O)[C@@H]21	-1
29	COc1ccccc1NS(=O)(=O)c1cccc(C(=O)NCC(c2ccco2)N2CCCCC2)c1 (stereo unspecified)	-14

Bioassay records (PubChem BioAssay)
